FBW7 act = human FBW7 E3 ligase activation, primary screen. Q969H0. AlphaScreen FBW7–phospho-cyclin E peptide binding, activator screen. normalized activity (activation), % at 26.1 µM. actives 0.13% (n = 650,000). AID 1259310; in the data active = normalized activity above about 1.9%;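 note: purified mutant Fbw7 with reduced substrate affinity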
Target sequence (Q969H0 whole entry, looked up): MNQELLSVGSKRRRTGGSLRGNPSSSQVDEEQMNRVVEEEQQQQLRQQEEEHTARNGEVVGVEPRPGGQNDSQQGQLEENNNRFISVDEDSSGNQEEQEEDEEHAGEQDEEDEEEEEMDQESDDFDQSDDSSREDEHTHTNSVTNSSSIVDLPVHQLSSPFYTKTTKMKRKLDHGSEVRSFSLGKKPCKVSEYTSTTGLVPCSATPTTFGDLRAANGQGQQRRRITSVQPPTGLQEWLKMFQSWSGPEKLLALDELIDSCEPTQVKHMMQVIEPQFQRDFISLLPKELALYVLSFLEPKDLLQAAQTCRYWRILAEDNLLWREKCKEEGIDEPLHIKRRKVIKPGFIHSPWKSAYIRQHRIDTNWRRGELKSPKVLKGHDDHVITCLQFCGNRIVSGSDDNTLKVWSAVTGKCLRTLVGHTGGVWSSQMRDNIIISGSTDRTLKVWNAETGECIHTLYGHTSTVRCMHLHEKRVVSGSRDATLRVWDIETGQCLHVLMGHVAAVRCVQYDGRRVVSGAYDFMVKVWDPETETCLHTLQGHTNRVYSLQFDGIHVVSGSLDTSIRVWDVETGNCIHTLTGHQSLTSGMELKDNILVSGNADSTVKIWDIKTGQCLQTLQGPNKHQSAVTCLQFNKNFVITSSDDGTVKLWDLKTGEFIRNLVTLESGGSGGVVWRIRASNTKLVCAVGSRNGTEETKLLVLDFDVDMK
MITF inh = inhibitors of human MITF; AlphaScreen MITF homodimerization, bead proximity signal; inhibition, % at 2.6 µM; actives 0.91% (n = 650,000); in the data active = inhibition above about 50%;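 note: 0% = vehicle wells with protein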
GPR151 ag = activates the human receptor GPR151 | Q8TDV0 | PathHunter beta-arrestin GPR151 cells, luminescence | activation, % at 11.2 µM | actives 1% (n = 650,000); in the data active = activation above about 4.9%;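 note: 0% = median of compound wells and 100% = cells with positive control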
TEAD-YAP block = TEAD-YAP interaction inhibition; HEK-TIYL cells, TEAD-Gal4/YAP UAS-luciferase luminescence; inhibition, % at 9.12 µM; actives 1.4% (n = 640,000); in the data active = inhibition above about 32%;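 note: 0% = median of test compound wells and 100% = reference inhibitor wells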
Active calls of the source: *; / = not tested or not shown; & = joins results of further samples. Not a hit list. Share with any hit: about 3.4%.

structure | FBW7 act | MITF inh | TEAD-YAP block | GPR151 ag
O=C(Cc1noc2ccccc12)Nc1ccc(F)cc1Cl | 0.0 | -4.6 | -31.5 | 3.6
O=C(CN(C1CCCCC1)S(=O)(=O)c1ccc(Br)cc1)Nc1ccc2c(c1)OCCO2 | -0.1 | 5.6 | 6.0 | -0.3
COc1ccccc1OCCn1cc(C2C(C#N)=C(N)Oc3n[nH]c(C)c32)c2ccccc21 (configuration not stated) | 0.0 | 7.2 | 11.4 | -0.7
COc1ccc(/C=c2\sc3nc(-c4ccccc4OC(C)=O)nn3c2=O)c(OC)c1 | 0.0 | 7.1 | -1.9 | -0.3
COC(=O)C1=C(C)N(Cc2ccccc2)C(=O)C1(NC(=O)C1CC1)C(F)(F)F (configuration not stated) | 0.1 | 17.3 | 0.9 | 0.0
Cc1ccc(CS(=O)Cc2ccc(C(=O)NC3CCCCC3)o2)cc1 (configuration not stated) | -0.1 | 4.1 | 8.1 | 0.4
O=C(NCc1ccco1)c1cc(-c2ccc(Cl)cc2)on1 | 0.0 | -5.6 | -17.6 | -0.8
CC1(C)CC(=O)C2=C(C1)N(c1cccc(Cl)c1Cl)C1=C(C(=O)CC(C)(C)C1)C2c1cccs1 | -0.1 | 0.1 | -1.7 | 2.7
C/C(=N\NC(=O)c1nnn(-c2nonc2N)c1C)c1ccc(F)c(F)c1 | 0.3 | 14.4 | -12.7 | 1.1
COc1ccc(Cl)cc1NC(=O)Cn1nc([N+](=O)[O-])c(Cl)c1C | 0.0 | 1.8 | 3.0 | 0.9
CCOC(=O)N1CCN(C(=O)CSc2nc(-c3ccc(Cl)cc3)cn2-c2ccc(C)cc2)CC1 | -0.3 | 4.6 | -0.8 | 2.4
C[C@@H](O)[C@@H]1NC(=O)[C@H]2CN(CCCc3ccccc3)CCN2C1=O | -0.2 | 3.2 | -5.9 | -0.7
CCCCC/C=C\C/C=C\C/C=C\CCCCC(=O)O | / | -3.8 | / | 1.4
COc1ccc(CNC(=O)CSc2nn3c(=O)c(C(C)(C)C)nnc3s2)cc1OC | -0.2 | -8.1 | -9.2 | 1.7
O=C(CC1CCCC1)N1CCC2(CC1)OCc1cc(Cl)ccc1O2 | 0.1 | 6.2 | 3.6 | 0.4
Oc1c(C=Nc2ccc(Br)cn2)sc2ccccc12 | 0.2 | -36.0 | 6.1 | -0.4
CCCOC(=O)c1c(NC(=O)C2C3C=CC(C3)C2C(=O)O)sc2c1CCCCC2 (configuration not stated) | -0.2 | 4.8 | 18.0 | 1.5
O=C(Nc1ccc2ncsc2c1)c1cccc2ccccc12 | 0.0 | -9.0 | -48.0 | 1.1
COc1ccc(S(=O)(=O)Nc2cc(-n3c(C)nc4ccccc4c3=O)ccc2Cl)cc1OC | -0.1 | -2.4 | -0.6 | 0.6
c1ccc(OCCNc2nc(-c3csc4ccccc34)nc3c2ncn3C2CCCCC2)cc1 | 0.0 | -10.4 | -12.2 | 0.5
COc1ccc(/C=C/CN2CCN(C3CCCC3)C(CCO)C2)cc1 (configuration not stated) | 0.3 | 8.7 | 16.5 | 1.7
O=c1nc(SCc2ccccc2F)c2c(n1Cc1ccco1)CCC2 | 0.0 | -21.8 | -8.2 | 1.2
O=C(O)Cn1c(SCCOc2ccccc2)nc2ccccc21 | 0.8 | 2.7 | 1.9 | 0.6
O=C(N/N=C/c1ccccc1C(F)(F)F)c1ccc(Br)o1 | 0.6 | 17.8 | -36.6 | -0.9
COc1ccc(NC(=O)Nc2nc(SCC(=O)C(C)(C)C)ns2)cc1 | 0.1 | 8.6 | 19.7 | 0.1
CNC(=O)NC1CCCCc2sccc21 (configuration not stated) | 0.1 | 6.0 | -1.1 | -0.7
Cc1ccc(NS(=O)(=O)c2ccc(NC(=O)COc3ccccc3)cc2)c(C)c1 | -0.1 | 3.2 | 0.1 | 2.1
Cc1ccc(F)cc1NC(=O)c1cn(C)c(=O)c2ccccc12 | 0.0 | 0.5 | 10.8 | 1.7
NC(Cc1c[nH]c2ncccc12)C(=O)O (configuration not stated) | 0.0 | -8.9 | -7.6 | -0.8
O=C(CSc1cn(Cc2ccccc2Cl)c2ccccc12)NC1CCCCC1 | 0.1 | -0.5 | -8.9 | -1.5
Cc1ccc(NC(=O)CSc2nncn2C)cc1NC(=O)CSc1nncn1C | 0.1 | 3.7 | 4.7 | -1.2
O=C(N/N=C/c1c(O)[nH]c(=O)[nH]c1=O)C1CCCCC1 | 0.2 | 22.6 | 8.3 | -0.3
C=CCn1cnc2sc(C)c(-c3ccc(F)cc3)c2c1=O | -0.3 | 3.6 | -7.7 | 0.3
CCC(CO)Nc1ccc2ncc(-c3cccc(F)c3)n2n1 (configuration not stated) | 0.0 | 7.1 | 5.8 | 1.4
O=C(CC12CC3CC(CC(C3)C1)C2)Nc1ccc2c(c1)COC2=O | -0.2&0.0 | -2.8&-9.7 | 5.9&8.9 | 1.2&-1.4
CCN1CCN(S(=O)(=O)c2cccc(Cl)c2)CC1 | 0.1 | 4.4 | 0.2 | -1.0
O=C1NC(C(F)(F)F)(C(F)(F)F)N=C2C=CC(Cl)=CN12 | 0.0 | -3.1 | -2.8 | 0.9
CCOC(=O)CCC(=O)N1CCOCCOCCN(C(=O)CCC(=O)OCC)CCOCC1 | 0.1 | 14.9 | 7.8 | -2.0
CCN(CC)S(=O)(=O)c1ccc(F)c(C(=O)Nc2ccc(C(C)C)cc2)c1 | 0.0 | 5.7 | -3.4 | 1.5
COc1ccc(-c2nc(NCCCN3CCCC3=O)c3ncn(-c4ccsc4)c3n2)cn1 | 0.1 | -3.8 | 49.1* | 0.3
Cc1nc(NCCNS(=O)(=O)c2ccc(Cl)c(Cl)c2)cc(N2CCOCC2)n1 | -0.3 | -0.3 | -2.6 | 3.3
O=C(NCC1CCCO1)c1ccc2c(=O)n(CCC3=CCCCC3)c(=S)[nH]c2c1 (configuration not stated) | 0.2 | 16.2 | -8.0 | -1.6
O=c1[nH]c(/C=C/c2ccc(-c3ccccc3)o2)nc(O)c1[N+](=O)[O-] | -0.4 | -0.4 | 2.0 | -0.6
CSc1nc2nc(-c3ccc(F)cc3)c(CCN3CCN(C)CC3)cn2n1 | -0.1 | 0.3 | 18.4 | -0.1
CC(=O)Nc1ccc(NC(=O)C(=O)NCc2ccccc2)cc1 | 0.0 | 1.3 | -3.1 | 0.2
COc1cc(OC)cc(C(=O)NCc2nnc(SCC(=O)N3CCc4ccccc43)n2-c2ccccc2OC)c1 | -0.1 | -10.0 | -0.3 | -1.3
O=C(O)Cc1ccc(OCc2ccc(Cl)nc2)cc1 | -0.1 | -1.2 | -5.1 | 0.5
CC1CCCN(C(=O)CSc2nc3ccccc3n2CC(=O)N(C)C)C1 (configuration not stated) | 0.1 | 0.0 | 5.6 | 0.1
Cc1sc(NC(=O)Cc2ccc([N+](=O)[O-])cc2)c(C(N)=O)c1C | 0.1 | 9.4 | -11.1 | -0.3
CCc1ccc(-c2nc3cc(NC(=O)c4ccccc4I)ccc3o2)cc1 | -0.1 | -0.8 | -3.3 | -0.3

Other entries:
structure | FBW7 act | MITF inh | TEAD-YAP block | GPR151 ag
COc1cc(OC)c(OC)cc1/C=C1\N=C(c2ccc(OC)c([N+](=O)[O-])c2)OC1=O | 0.0 | 11.3 | 6.9 | -1.7
Oc1ccc(-c2nccnc2N[C@H]2CCN(Cc3ccccc3)C2)cc1 | 0.2 | 10.8 | -4.5 | -0.4
Cc1nc2c(c(=O)[nH]1)C(c1cccc(Cl)c1Cl)C(C#N)=C(N)O2 (configuration not stated) | -0.1 | 9.2 | -8.7 | -1.2
CN(C)CCCNC(=O)c1ccc(NC(=O)C2(c3ccccc3)CCCC2)cc1 | 0.3 | -7.6 | -3.7 | -0.3
O=C(O)CNC(=S)N(CCCN1CCOCC1)Cc1cccs1 | -0.1 | -3.6 | 0.6 | 0.1
CCOC(=O)c1nc(NNC(=O)c2ccc([N+](=O)[O-])cc2)sc1C | -0.5 | 20.1 | 16.5 | -0.4
Cc1cc(NC(=O)CSc2nc(CC(C)C)nc3c2c(=O)n(C)c(=O)n3C)no1 | 0.1 | 4.8 | -0.7 | -0.3
N#CCCN1CCN(S(=O)(=O)c2cccc(C(F)(F)F)c2)CC1 | -0.1 | 39.8 | 0.3 | -0.1
COc1nc(Nc2ccc(Cl)cc2)nc(N2CCC(C)CC2)n1 | 0.5 | -4.8 | 7.2 | 0.4
CCOc1ccc2nc(/N=C/c3c(O)[nH]c(=S)[nH]c3=O)sc2c1 | -0.1 | 8.2 | 10.3 | 1.1
COc1ccc(N2CCN(C(=O)CCc3nc(-c4ccc(C)cc4)no3)CC2)cc1 | -0.1 | 7.8 | 13.5 | 1.6
O=c1c2cccnc2[nH]c(=S)n1Cc1ccccc1 | -0.1 | 2.8 | -14.9 | 0.3
CCS(=O)(=O)NCC(c1ccc2c(c1)OCO2)N1CCN(c2ccccc2F)CC1 (configuration not stated) | 0.3 | 17.1 | 9.0 | -1.0
CCOC(=O)c1ccc(-c2ccc(/C=C(\C#N)C(=O)NCC3CCCO3)o2)cc1 (configuration not stated) | 0.3 | 2.8 | -13.8 | 0.3
CCOC(=O)c1c(NC(=O)CSc2nnc(CNC(=O)c3ccccc3OC)n2-c2cccc(C)c2C)sc2c1CCC2 | -0.1 | -0.4 | 4.4 | -0.2
COC(=O)c1cc2c(=O)n3cccc(C)c3nc2n(Cc2ccc(C)cc2)c1=N | -0.3 | -4.7 | -3.5 | -0.6
O=S(=O)(Nc1ccc2oc3c(c2c1)CCCC3)c1ccccc1 | -0.1 | -5.9 | -30.4 | -0.9
Cc1ccc(S(=O)(=O)N2CCN(CC3CC=CCC3)CC2)cc1 (configuration not stated) | 0.0 | 33.8 | 1.0 | 0.2
CC(=O)Nc1cccc(-c2cncc(NCCO)n2)c1 | 0.0 | 6.6 | 4.5 | 1.4
CCOC(=O)CNC(=O)c1sc2cccc(F)c2c1Cl | 0.0 | -4.0 | 9.8 | -1.0
CCC(CC)NC(=O)Cc1ccccc1[N+](=O)[O-] | -0.1 | -3.4 | 0.3 | 0.1
O=C1NN(c2ccc(F)c(Cl)c2)C(=O)/C1=C\c1ccco1 | 0.0 | 41.9 | 1.4 | 0.1
COc1cccc(C(=O)Nc2cc(C)nn2-c2nc3c(c(=O)[nH]2)CCC3)c1 | -0.1 | 5.6 | -4.5 | 1.4
COc1cc(Nc2ccnc(N3CCN(c4ccccn4)CC3)n2)cc(OC)c1OC | -0.1 | 11.1 | 35.8* | 0.0
O=C(NCCOc1ccc(Cl)cc1)c1ccc(Oc2ccc(C(=O)NCCOc3ccc(Cl)cc3)cc2)cc1 | 0.0 | -10.8 | -7.1 | -0.2

Compound profiles (already shown). Screens in order: FBW7 act	MITF inh	TEAD-YAP block	GPR151 ag
Record of COc1ccc(NC(=O)Nc2nc(SCC(=O)C(C)(C)C)ns2)cc1 → 0.1	8.6	19.7	0.1
Record of c1ccc(OCCNc2nc(-c3csc4ccccc34)nc3c2ncn3C2CCCCC2)cc1 → 0.0	-10.4	-12.2	0.5

Continued:
structure | FBW7 act | MITF inh | TEAD-YAP block | GPR151 ag
Cc1ccc(C(=O)N2CCN(c3nc4ccccc4s3)CC2)cc1 | -0.2 | 8.6 | -5.2 | 1.8
CCOC(=O)C1C(c2cccc(OC)c2OC)NC(=O)NC1(O)C(F)(F)F (configuration not stated) | -0.1 | -6.1 | -4.8 | -0.9
CCCCCOC(=O)COc1ccc2c(=O)c(Oc3cccc(C)c3)coc2c1 | -0.3 | 9.0 | 4.3 | -1.0
Nc1nnc(SCCSc2ccc(Cl)cc2)s1 | 0.2 | 10.6 | -3.0 | -0.2
O=C1CCN(c2nc(-c3ccccn3)nc3scc(-c4ccccc4)c23)CC1 | -1.1 | -9.4 | -4.7 | -0.8
CCCCNC(=O)C1CCN(C(=O)c2cnn(-c3ccccc3)c2-n2cccc2)CC1 | -0.2 | -1.4 | -1.0 | -0.5
CC(CCc1ccccc1)NC(=O)C1CCCN1c1nnc(N2CCCC2=O)s1 (configuration not stated) | 0.0 | -4.2 | -11.1 | -1.8
CC(=O)C/C(=N/NC(N)=S)C(F)(F)F | -0.1 | -5.1 | 54.8* | -0.2
CCOC(=O)c1cnc2ccccc2c1NCCCN1CCOCC1 | -0.2 | -7.8 | 0.8 | -0.6
CN(C)CCN1CCN(c2nccnc2-c2ccccc2F)CC1 | 0.5 | 16.8 | 1.5 | -0.9
CC(C)[C@@H](OCc1ccccc1)[C@H](C)/C=N/OC[C@@H](C)[C@H](OCc1ccccc1)C(C)C | -0.1 | -0.2 | / | 1.4
COc1ccc(-c2c(C)c3ccc(OCC(C)=O)cc3oc2=O)cc1OC | 0.0 | -1.0 | 7.7 | 2.4
CC1CC(=O)Nc2ccccc2N1 (configuration not stated) | 0.0 | 11.1 | -0.1 | 1.7

Just MITF inh (6 entries from above):
| structure | MITF inh |
| --- | --- |
| Nc1nnc(SCCSc2ccc(Cl)cc2)s1 | 10.6 |
| O=C1CCN(c2nc(-c3ccccn3)nc3scc(-c4ccccc4)c23)CC1 | -9.4 |
| CCCCNC(=O)C1CCN(C(=O)c2cnn(-c3ccccc3)c2-n2cccc2)CC1 | -1.4 |
| CC(CCc1ccccc1)NC(=O)C1CCCN1c1nnc(N2CCCC2=O)s1 (configuration not stated) | -4.2 |
| CC(=O)C/C(=N/NC(N)=S)C(F)(F)F | -5.1 |
| CCOC(=O)c1cnc2ccccc2c1NCCCN1CCOCC1 | -7.8 |

Screening results as filed in PubChem.
